NCI-60 one-dose screen, 48 h, at 10 µM unless noted. Numbers give growth in % (100 = growth as untreated, 0 = no growth, -100 = all killed).
NCI-H226: NCI-H226 lung cancer; actives 3.5% (n = 79,000)
NCI-H460: NCI-H460 lung cancer. actives 6.8% (n = 82,000)
HCT-116: HCT-116 colon cancer; actives 7.3% (n = 82,000)
NCI-H522: NCI-H522 lung cancer; actives 8% (n = 78,000)
NCI-H322M: NCI-H322M lung cancer; actives 2.7% (n = 80,000)
NCI-H23: NCI-H23 lung cancer | actives 4% (n = 80,000)
HCT-15: HCT-15 colon cancer | actives 5.2% (n = 82,000) | AID 1794746
NCI/ADR-RES: NCI/ADR-RES ovarian cells; AID 1794790; actives 4.4% (n = 81,000)
COLO 205: COLO 205 colon cancer; actives 7.3% (n = 79,000); AID 1794742
Numbers without * were called inactive; . = no result given; & = joins results of further samples; [ ] = dose if it differs, or a comment. Rule for the calls: active = growth percent below 10; inactive = the rest.

SMILES	NCI-H226	NCI-H460	HCT-116	NCI-H522	NCI-H322M	NCI-H23	HCT-15	NCI/ADR-RES	COLO 205
C#Cc1cccc(NC(=O)Nc2ccc(NC(=O)CCl)cc2)c1	-27*[8.25 µM]	-24*[8.25 µM]	-0.4*[8.25 µM]	-71*[8.25 µM]	87[8.25 µM]	-67*[8.25 µM]	-63*[8.25 µM]	-8.3*[8.25 µM]	-58*[8.25 µM]
CCOC(=O)c1c2ncccc2n2c(=O)n(-c3cccc(Cl)c3)nnc12	95	86	90	70	93	98	94	54	116
Nc1ccc(S(=O)(=O)C(=O)O)cc1	97	113	106	95	104	103	100	111	106
COc1cc(C2C(C(=O)OCc3ccccc3)=C(C)Nc3nc4ccccc4n32)cc(OC)c1OC (stereo not given)	-37*	16	2.8*	-7.0*	41	46	25	6.6*	52
CCCCC(=O)O[C@H]1CCC2C3CCc4cc(O)ccc4C3CC[C@@]21C (stereo not given in full)	100	110	93	75	101	102	91	100	112
CCCCC(CC)COC(=O)Cc1ccccc1 (stereo not given)	105	105	105	101	111	101	106	106	104
COc1ccc(C(=O)/C=C/c2ccc(C(C)C)cc2)cc1	89	93	73	81	94	87	83	.	128
Nc1ccc(N2N=C(N3CCCC3)CC2=O)cc1	99	123	102	101	93	94	104	105	103
CS(=O)(=O)c1nccc(-c2c(-c3cccc(OCc4ccc(F)cc4)c3)nc3sccn23)n1	56	99	46	24	.	53	59	89	91
CCC(O)(c1ccccc1)C(O)c1ccccc1 (stereo not given)	113	107	101	90	96	104	107	94	112
Nc1nc(-c2ccccc2)nn1-c1nc2ccccc2s1	.	100	93	.	95	92	96	99	112
O=S(=O)(NCCCNc1nccc(-c2c(-c3cccc(F)c3)nc3occn23)n1)c1ccc(C(F)(F)F)cc1	93	95	77	81	97	102	87	89	97

Exported with bars between the fields: 2 of the compounds above
Compound | NCI-H226 | NCI-H460 | HCT-116 | NCI-H522 | NCI-H322M | NCI-H23 | HCT-15 | NCI/ADR-RES | COLO 205
C#Cc1cccc(NC(=O)Nc2ccc(NC(=O)CCl)cc2)c1 | -27*[8.25 µM] | -24*[8.25 µM] | -0.4*[8.25 µM] | -71*[8.25 µM] | 87[8.25 µM] | -67*[8.25 µM] | -63*[8.25 µM] | -8.3*[8.25 µM] | -58*[8.25 µM]
O=S(=O)(NCCCNc1nccc(-c2c(-c3cccc(F)c3)nc3occn23)n1)c1ccc(C(F)(F)F)cc1 | 93 | 95 | 77 | 81 | 97 | 102 | 87 | 89 | 97

Remaining list, next part
SMILES	NCI-H226	NCI-H460	HCT-116	NCI-H522	NCI-H322M	NCI-H23	HCT-15	NCI/ADR-RES	COLO 205
O=C(Cc1ccccc1)NC1=NC(=O)/C(=C\c2cccs2)S1	100	98	96	96	101	102	100	104	100
CC(O)c1cc2ccccc2c(=O)o1 (stereo not given)	89	104	108	99	103	100	103	101	112
COc1ccc(-c2nc(/C=C3\C(=O)N(C)c4ccccc43)c3ccccn23)cc1	64	63	56	59	88	76	90	78	119
CS(=O)(=O)c1ccc(/C=C\C(=O)O)cc1	96	94	94	100	108	106	96	104	109
COC(=O)C1=Nc2cc(OC)cc(OC)c2/C1=C/c1sc(=S)[nH]c1O	94	105	101	91	102	82	106	96	112
NC(=O)N1N=C(c2ccccc2)CC=C1c1ccccc1	93	102	93	100	68	96	104	100	132
CC1(C)CC[C@]2(C(=O)N[C@H](CO)Cc3ccccc3)CC[C@]3(C)C(=CC[C@@H]4[C@@]5(C)CCCNC(C)(C)[C@@H]5CC[C@]43C)[C@@H]2C1	91	78	44	97	95	104	61	86	78
COc1ccc(C(CC(=O)c2ccccc2)Sc2ccccc2N)cc1 (stereo not given)	98	98	66	.	86	88	92	97	100
CC(C)c1ccc(C(C)(C)O)cc1	98	113	102	103	126	103	106	102	94
Cc1cc(C)c(NC(=O)c2sc3nc4c(cc3c2N)CCCCCC4)c(C)c1	76	46	57	4.7*	100	81	41	48	82
CC(C)[C@H](NC(=O)[C@H](CC(=O)O)NC(=O)[C@H](CCCCN)NC(=O)[C@@H](N)CCCN=C(N)N)C(=O)N[C@@H](Cc1ccc(O)cc1)C(=O)O	89	103	97	100	95	89	118	97	107
COc1ccc(/C=C(\C#N)n2nnc3cc(Cl)ccc32)cc1	13	2.0*	-9.5*	-16*	6.1*	8.6*	0.0*	-12*	-13*
CN1CCN(CCCN2c3ccccc3Sc3ccc(C(F)(F)F)cc32)CC1	101	34	36	73	70	70	29	71	-79*
COC(=O)c1ccc(NC(=O)CSc2nc(-c3ccc(F)cc3)nc3ccccc23)cc1	87	61	50	77	89	82	89	88	94
CC1=C2C(=O)C[C@]2(C)[C@H]2C[C@@](C)(CO)C[C@H]2[C@@H]1O	105	104	107	97	100	103	98	109	110
Cc1cccc(NC(=O)Nc2ccc(-c3ccc4c(c3)NC(=O)/C4=C\c3ccc[nH]3)cc2)c1	85	26	73	85	90	62	67	94	96
CC(=O)Nc1c(C)ccc([N+](=O)[O-])c1C	.	112	110	101	121	107	110	107	105
COc1cc(NC(=O)CCSc2nc3ccc(C)cc3c(=O)n2Cc2ccccc2)cc(OC)c1OC	27	48	35	65	72	108	76	84	112
O=C(O)c1cn(C2CC2)c2cc(N3CCN(C(=O)N/N=C/c4ccco4)CC3)c(F)cc2c1=O	107	111	104	89	104	87	100	104	118
O=C(COc1cccc(/C=C2\CCc3ccccc3C2=O)c1)c1ccc(Cl)cc1	90	109	91	69	90	93	99	87	115
O=COC1CC2CCC13CC=CCC23 (stereo not given)	107	106	94	.	102	107	102	110	114
Cc1ccccc1CN1C(=O)C2=C(CCNC2)N2CCN=C12	107	105	85	83	103	96	108	105	111
Nc1ncc(C(=O)O)c(-c2ccccc2)n1	118	105	105	.	125	103	99	105	121
COC(=O)[C@]12CCC(C)(C)C[C@H]1[C@]13O[C@H](C1=O)[C@@H]1[C@@]4(C)CC[C@H](OC(C)=O)C(C)(C)[C@@H]4CC[C@@]1(C)[C@]3(C)CC2	82[100 µM]	98[100 µM]	90[100 µM]	79[100 µM]	99[100 µM]	86[100 µM]	99[100 µM]	94[100 µM]	107[100 µM]
Clc1ccc(/C=N/NC2=NCCN2)c(Cl)c1	110	101	96	105	96	.	98	103	115
NC(N)=Nc1ccc(Oc2cccc(Nc3ccc(Cl)c(C(F)(F)F)c3)c2)cn1	-49*	-76*	-69*	-59*	-26*	-66*	-63*	54	-76*
CC(=O)[C@@]1(O)[C@H](O)C[C@H]2[C@@H]3CCC4=CC(=O)C=C[C@]4(C)[C@@]3(F)[C@@H](O)C[C@@]21C	87	106	98	96	103	110	99	.	109
CC(C)NC[C@H](O)COc1cccc2ccccc12	95	113	98	104	107	103	95	107	104
CCOC(=O)C1=C(C)N=C2Sc3ccccc3N2C1c1cn(-c2ccccc2)nc1-c1ccc(Cl)cc1 (stereo not given)	87	100	77	57	93	88	83	91	100
O=C1/C(=C/c2ccco2)CCC/C1=C\c1ccco1	92	96	95	101	120	91	82	95	129
COc1ccc(-c2cc(-c3nc4ccccc4[nH]3)[nH]n2)cc1OC	73	62	59	52	57	74	55	65	82
Cc1ccc(S(=O)(=O)NCCSc2nc(-c3ccccc3)c(C#N)c(=O)[nH]2)cc1	100	80	85	85	100	91	109	98	109
COc1ccc2c(C3(c4cn(C)c5cc(OC)ccc45)C(=O)Nc4ccc(Cl)cc43)cn(C)c2c1	85	34	72	76	75	75	70	71	48
CNC(=S)N1c2ccccc2NC(=O)CC1C (stereo not given)	96	114	99	91	.	95	101	94	162
CCCCCCCCCCCCCCCC(=O)NS(=O)(=O)OC[C@H]1O[C@@H](n2cnc3c(N)ncnc32)[C@H](O)[C@@H]1O	-65*	-10*	-26*	-33*	-46*	-40*	-8.6*	-20*	-63*
CCCCNC(=O)N1C(=O)CCN1C	.	108	102	65	111	103	112	110	119
COc1cc2cc(CN3CCN(c4nccc(-c5ccc(Cl)cc5)n4)CC3)c(=O)[nH]c2cc1OC	84	62	73	87	98	86	81	75	86
COc1cccc(-c2nc3sccn3c2-c2ccnc(NCCN3CCCNS3(=O)=O)n2)c1	81	69	75	92	96	99	97	105	51
CCN(CC)CCCC(C)Nc1ccnc2ccc(N(C)C)cc12 (stereo not given)	100	89	93	106	95	95	102	101	89
COc1ccc(-c2ccnc(SCc3cc4cc(Cl)ccc4[nH]c3=O)n2)cc1	-32*	20	27	34	88	58	81	45	105
Clc1ccc(-c2nnc(CNc3ncccn3)o2)cc1	83	102	98	.	94	101	105	106	98
CCN1C2=C(SC(=S)C1=C1SC(C(=O)c3ccccc3)=C(C(=O)c3ccccc3)S1)SC(=Nc1ccccc1)C2=O	77	90	23	84	148	52	92	87	112
CCCCCCOc1ccc(/C=N/Nc2cc(C)nc3ccc(Cl)cc23)cc1	88	-80*	-59*	-43*	15	68	-87*	-28*	-48*
COc1ccc(N/C=C/C(=O)c2ccc3c(c2)Nc2ccccc2S3)cc1	99	62	71	83	95	67	96	67	102
COC(=O)c1nc2cc(-c3ccc(OC)cc3)cnc2n1C	101	108	101	98	98	100	113	103	113
Cc1cccc2nc3ccccc3c(Nc3ccc(NS(C)(=O)=O)cc3)c12	5.1*	10	32	.	93	58	37	81	51
Cc1c(C(=O)CCl)c(=O)n(-c2ccccc2)n1C	104	81	32	-34*	101	73	40	83	49
CCN(CC)C1CCC(Nc2ccnc3cc(Cl)ccc23)CC1 (stereo not given)	114	116	80	100	127	110	116	109	108
CC(C(c1ccccc1)C(Br)C(=O)c1ccccc1)[N+](=O)[O-] (stereo not given)	86	108	91	97	105	94	99	98	114
Nc1cccc2c(O)cc(S(=O)(=O)O)cc12	98&95	105&103	103&95	97	111&127	101&96	104&103	102&110	102&107
CCN(CC)c1ccc(C(=C2C=CC(=[N+](CC)Cc3cccc(S(=O)(=O)O)c3)C=C2)c2ccc(N(CC)Cc3cccc(S(=O)(=O)O)c3)cc2)cc1	71	49	3.1*	.	58	45	85	93	14
COC(=O)[C@@]1(/C=C/c2ccccc2)C(=O)N(c2ccc(OC)cc2)[C@@]1(C(=O)OC)c1ccc([N+](=O)[O-])cc1	90	90	84	86	114	99	102	93	103
COc1ccc(/C=C(/C(=O)N2CCN(c3ccc(C)cc3)CC2)c2cc(OC)c(OC)c(OC)c2)cc1N	98	5.5*	3.6*	-13*	44	38	12	14	-44*
CCCCCCCCCCCCCCCC[N+](C)(C)CCCNS(=O)(=O)c1ccc(C#N)cc1	105	118	110	104	96	106	106	110	127
C=CCOC(=O)Cc1cccc2ccccc12	107	106	95	70	104	99	101	104	107
COc1ccc(C2=NN(c3nc(-c4ccc(OC)cc4)c(C#N)c(=O)n3C)C(=O)CC2)cc1	86	103	97	94	92	100	106	101	109
C/C(CC(C)(C)C)=N/O	95	.	93	107	87	96	99	101	94
O=S1(=O)O[C@H]2CCCC[C@H]2O1	102	104	97	74	102	104	107	103	114
O=C(Cc1ccc(/C=C/C(=O)c2ncc[nH]2)cc1)Nc1ccc(F)cc1	61	1.5*	27	22	33	24	5.3*	15	20
CCCCCCCCCCCCNC(=O)C(C)O (stereo not given)	.	99	87	98	100	89	100	96	100

The list continues:
SMILES	NCI-H226	NCI-H460	HCT-116	NCI-H522	NCI-H322M	NCI-H23	HCT-15	NCI/ADR-RES	COLO 205
CC12CC(C#N)CCC1O2 (stereo not given)	115	103	108	109	127	109	118	115	.
COc1cc(C2CC(c3ccc(N)cc3)=NN2c2ccccc2)cc(OC)c1OC (stereo not given)	88	92	69	83	110	82	68	73	103
CC(C)c1cc(C(C)C)n2nc(N)nc2n1	111	121	106	97	117	106	96	112	120
CCOC(=O)C1=C(C)O/C(=C/c2ccc(OC)cc2)C1=O	99	106	91	96	98	104	98	.	110
O=C1C(c2[nH]c3ccccc3c2O)=Nc2ccccc21	101	104	95	89	114	93	87	97	101
Cc1ccc(-n2nc(C(=O)O)c(N3CCCCC3)n2)cc1	91	104	101	94	98	100	96	107	121
Cc1nc2nc3c(c(C)nn3-c3ccccc3)c(-c3ccc(Cl)cc3)c2c(=O)[nH]1	109	99	107	.	104	113	94	109	119
Nc1ncnc2c1ncn2C1OCC(O)C1O (stereo not given)	.	83	82	89	94	98	83	88	111
COc1ccc(C(=O)CCN(Cc2ccccc2)Cc2cc(OC)c(OC)c(OC)c2)cc1	101	118	99	76	96	109	100	98	67
CC/C=C\C[C@H](O)C/C=C1/C(=O)C=C[C@@H]1C/C=C\CCCC(=O)O	83	65	8.9*	-11*	86	80	75	78	65

Rewritten with values under each structure: part of the list above
Below each SMILES: NCI-H226	NCI-H460	HCT-116	NCI-H522	NCI-H322M	NCI-H23	HCT-15	NCI/ADR-RES	COLO 205
C/C(CC(C)(C)C)=N/O
    95	.	93	107	87	96	99	101	94
O=S1(=O)O[C@H]2CCCC[C@H]2O1
    102	104	97	74	102	104	107	103	114
O=C(Cc1ccc(/C=C/C(=O)c2ncc[nH]2)cc1)Nc1ccc(F)cc1
    61	1.5*	27	22	33	24	5.3*	15	20
CCCCCCCCCCCCNC(=O)C(C)O (stereo not given)
    .	99	87	98	100	89	100	96	100
CC12CC(C#N)CCC1O2 (stereo not given)
    115	103	108	109	127	109	118	115	.
COc1cc(C2CC(c3ccc(N)cc3)=NN2c2ccccc2)cc(OC)c1OC (stereo not given)
    88	92	69	83	110	82	68	73	103
CC(C)c1cc(C(C)C)n2nc(N)nc2n1
    111	121	106	97	117	106	96	112	120
CCOC(=O)C1=C(C)O/C(=C/c2ccc(OC)cc2)C1=O
    99	106	91	96	98	104	98	.	110
O=C1C(c2[nH]c3ccccc3c2O)=Nc2ccccc21
    101	104	95	89	114	93	87	97	101
Cc1ccc(-n2nc(C(=O)O)c(N3CCCCC3)n2)cc1
    91	104	101	94	98	100	96	107	121
Cc1nc2nc3c(c(C)nn3-c3ccccc3)c(-c3ccc(Cl)cc3)c2c(=O)[nH]1
    109	99	107	.	104	113	94	109	119
Nc1ncnc2c1ncn2C1OCC(O)C1O (stereo not given)
    .	83	82	89	94	98	83	88	111
COc1ccc(C(=O)CCN(Cc2ccccc2)Cc2cc(OC)c(OC)c(OC)c2)cc1
    101	118	99	76	96	109	100	98	67
CC/C=C\C[C@H](O)C/C=C1/C(=O)C=C[C@@H]1C/C=C\CCCC(=O)O
    83	65	8.9*	-11*	86	80	75	78	65

Source: PubChem
